From PubChem
EPAC2 agonist = activates human EPAC2 exchange factor. Potency, µM (series often up to 154 µM), for the others: at the top dose activation, most hits filed as activators. AID 720711. 0.079% of 360,000 active. EPAC2 activation, biochemical qHTS; response scale: 100% = 6.5 mM cAMP response. Q8WZA2; also: potency is read from the fitted curve at half-maximal effect; nearly all actives have a fitted effect of over 50% in size
Target sequence (Q8WZA2 whole entry, looked up): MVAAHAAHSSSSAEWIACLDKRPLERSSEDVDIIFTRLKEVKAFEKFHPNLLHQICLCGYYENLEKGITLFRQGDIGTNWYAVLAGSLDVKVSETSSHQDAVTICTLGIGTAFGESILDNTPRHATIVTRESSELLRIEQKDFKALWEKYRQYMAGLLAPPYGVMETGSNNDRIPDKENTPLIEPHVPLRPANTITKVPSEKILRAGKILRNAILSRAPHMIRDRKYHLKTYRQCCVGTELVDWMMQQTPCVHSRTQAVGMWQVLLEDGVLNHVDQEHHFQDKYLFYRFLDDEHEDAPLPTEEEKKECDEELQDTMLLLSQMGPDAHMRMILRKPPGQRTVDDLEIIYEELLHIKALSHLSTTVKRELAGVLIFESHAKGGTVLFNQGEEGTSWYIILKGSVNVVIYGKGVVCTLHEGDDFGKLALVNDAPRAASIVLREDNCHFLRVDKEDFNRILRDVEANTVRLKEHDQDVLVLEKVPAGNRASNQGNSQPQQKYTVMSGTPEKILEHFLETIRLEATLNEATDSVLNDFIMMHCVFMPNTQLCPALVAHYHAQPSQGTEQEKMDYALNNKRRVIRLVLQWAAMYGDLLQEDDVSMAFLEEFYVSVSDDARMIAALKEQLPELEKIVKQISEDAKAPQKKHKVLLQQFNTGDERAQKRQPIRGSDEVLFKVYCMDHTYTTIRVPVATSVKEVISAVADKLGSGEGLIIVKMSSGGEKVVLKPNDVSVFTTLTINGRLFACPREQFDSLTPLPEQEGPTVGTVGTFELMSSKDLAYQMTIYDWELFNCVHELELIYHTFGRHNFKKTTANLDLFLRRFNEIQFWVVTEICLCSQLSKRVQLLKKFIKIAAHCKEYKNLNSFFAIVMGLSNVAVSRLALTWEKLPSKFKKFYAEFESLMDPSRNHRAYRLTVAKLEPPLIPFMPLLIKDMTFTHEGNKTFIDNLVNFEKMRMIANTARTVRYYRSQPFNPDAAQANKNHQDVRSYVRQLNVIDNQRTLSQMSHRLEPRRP
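In this primary screen, activation is scored as increased exchange of BODIPY-GDP from Rap1B by 100 nM EPAC2, with 50 uM GDP as competitor. Signal is normalized to the 6.5 mM cAMP agonist control.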
TGFb inhibitor = blocks TGF-b signaling; HepG2 CAGA-GFP TGF-b/SMAD3 reporter, GFP fluorescence, 18 h; TGF-beta stimulated, 500 pg/mL final; Potency, µM (top dose mostly 46.1 µM), for the others: top-dose activity, negative = inhibition, usual class: inhibitors; 1.2% of 410,000 active; AID 588855; also: potency is read from the fitted curve at half-maximal effect; % is scaled to controls: 0 for no effect and ±100 for the full control effect; nearly all actives have a fitted effect of over 65% in size
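Inhibition of TGF-beta-driven CAGA-GFP reporter expression in HEPG2 cells is measured by cellular GFP fluorescence after 18 h stimulation with 500 pg/mL recombinant TGF-beta in 1% FBS medium at 37 degrees C.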
A549 tox = counter-screen for Nrf2 inhibitors: cytotoxicity in A549 cells | Potency, µM (titrated, usually from 46 µM), for the others: at the highest dose activity change, negative = cytotoxicity, most hits filed as inhibitors | 0.16% of 390,000 active | A549 ARE-Fluc cells, CellTiter-Fluor viability, 18-24 h; also: potency is read from the fitted curve at half-maximal effect; % is scaled to controls: 0 for no effect and ±100 for the full control effect
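A549 ARE_Fluc cells in 5% FBS OPTI-MEM were exposed to compounds in concentration-response for 18-24 h at 37 deg C. Viability was read by CellTiter-Fluor fluorescence (Ex 405/Em 525) after 30 min, before the luciferase read.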
ATXN2 expr inh = reduces ATXN2 reporter expression in HEK-293 cells; HEK-293 ATXN2-luciferase reporter, luminescence, 24 h; Potency, µM (doses to about 57 µM), for inactives: top-dose activity change, negative = inhibition, most hits filed as inhibitors; 0.72% of 360,000 active; also: potency is read from the fitted curve at half-maximal effect; % is scaled to controls: 0 for no effect and ±100 for the full control effect; nearly all actives have a fitted effect of over 55% in size
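ATXN2-luciferase reporter cells (luciferase flanked by upstream and downstream ATXN2 gene portions) were treated 24 h at 37 °C with compounds at up to 57 uM. SteadyGlo luminescence gave expression; GF-AFC fluorescence gave viability.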
Nrf2 inh = blocks Nrf2 signaling; Potency, µM (titrated, usually from 46 µM), without a hit: at the highest dose activity change, negative = inhibition, usual class: inhibitors; 2.1% of 360,000 active; A549 ARE-Fluc reporter, luciferase luminescence, 18-24 h; also: potency is read from the fitted curve at half-maximal effect; % is scaled to controls: 0 for no effect and ±100 for the full control effect; nearly all actives have a fitted effect of over 60% in size
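Quantitative HTS in A549 cells stably bearing an antioxidant response element-firefly luciferase construct. Inhibition of Nrf2-driven transcription was scored by luminescence after 18-24 h of compound exposure at 37 °C.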
S2 tox = cell viability loss in ATXN counter-screen; 0.49% of 400,000 active; S2 cells (HEK-293 line with an ATXN2-luciferase reporter) viability, CellTiter-Fluor protease fluorescence, 24 h; Potency, µM (doses to about 56.7 µM), most hits filed as cytotoxic; also: potency is read from the fitted curve at half-maximal effect; nearly all actives have a fitted effect of over 40% in size
HepG2 viability = HepG2 cytotoxicity, counter-screen for TGF-b inhibitors; HepG2 CAGA-GFP viability, ATP luminescence, 18 h; Potency, µM (doses to about 46.1 µM), inactives show top-dose activity change, negative = cytotoxicity, actives largely listed as cytotoxic; 0.76% of 410,000 active; also: potency is read from the fitted curve at half-maximal effect; some results filed as inactive show a strong effect at the top dose
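HepG2 CAGA-GFP cells (1000/well, DMEM with 1% FBS) received compound, then TGF-beta at 500 pg/mL final, and were incubated 18 hours at 37 degrees C. Viability was read by CellTiter-Glo luminescence. Media-only wells were set as complete cell-killing and DMSO as no toxicity.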
IL-2 act = IL-2 activation. 0.065% of 360,000 active. activation, % (series mostly up to about 46 µM). IL-2 activation reporter assay, cell-based qHTS; stimulated with anti-CD3/CD4/CD28 beads; in transgenic mouse T cells; in the data active = activation above about 50%; inconclusive = mostly about 30% to 49%; also: 0% is about no effect
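Quantitative HTS in unstimulated transgenic mouse T cells, with memory T cells as non-tolerant control and PMA/ionomycin as tolerance-bypass control. Compound pretreatment lasted 60 minutes before 18 h bead stimulation; EGFP/DsRed fluorescence read.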
Nrf2 ARE act = Nrf2 pathway activation; Potency, µM (series often up to 46.1 µM), for the others: at the highest dose activation, hits mostly activators; AREc32 ARE-luciferase reporter (MCF7-derived line), luminescence, 24 h; 0.31% of 410,000 active; AID 624171; also: potency is read from the fitted curve at half-maximal effect; % of control where 0% means no effect; nearly all actives have a fitted effect of over 65% in size
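Quantitative high-throughput format: AREc32 reporter cells, 1000 per well, received compound by pin transfer and were incubated 24 hr at 37 deg C, 5% CO2, before Steady-Glo luminescence detection.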
Numbers without * were called inactive; [ ] = remark or other dose. Unless noted, calls follow the shape of the dose curve; as a rule, active = well fitted curve in the direction sought with a large enough effect; inconclusive = small, poorly fitted or top-dose-only effect, or another doubt; inactive = no such curve, though single readings can be large; an effect the other way counts as inactive or inconclusive.

How did Cn1ccnc1SCC(=O)Nc1ccc(F)c([N+](=O)[O-])c1 do in these assays?
EPAC2 agonist: 8%; TGFb inhibitor: -4%; A549 tox: -12%; ATXN2 expr inh: -8%; Nrf2 inh: -7%; S2 tox: inconclusive; HepG2 viability: -6%; IL-2 act: 0.1; Nrf2 ARE act: 17%

Results for NS(=O)(=O)c1ccc(Nc2nc(-c3cccnc3)cs2)cc1 ?
EPAC2 agonist: 0%; TGFb inhibitor: 9%; A549 tox: 2%; ATXN2 expr inh: -17%; Nrf2 inh: -19%; S2 tox: inactive; HepG2 viability: -1%; IL-2 act: 0.4; Nrf2 ARE act: 14%

Results for COc1ccc(CCNC(=O)CCc2cn(C)c3ccccc23)c(OC)c1 ?
EPAC2 agonist: 3%; TGFb inhibitor: 8%; A549 tox: -5%; ATXN2 expr inh: -30%; Nrf2 inh: inconclusive; S2 tox: inactive; HepG2 viability: -1%; IL-2 act: -0.6; Nrf2 ARE act: -0.2%

Results for COc1ccc(OCc2cc(C(=O)N3CCC(OC)CC3)no2)c2ccccc12 ?
EPAC2 agonist: 3%; TGFb inhibitor: 43%[activator]; A549 tox: -3%; ATXN2 expr inh: 78%[activator]; Nrf2 inh: inconclusive; S2 tox: inactive; HepG2 viability: 103%; IL-2 act: -2.2; Nrf2 ARE act: 9.3%

Results for COc1ccc(OC)c(NC(=O)CN2CCN(C(=O)c3ccco3)CC2)c1 ?
EPAC2 agonist: 3%; TGFb inhibitor: -10%; A549 tox: 2%; ATXN2 expr inh: -16%; Nrf2 inh: 5%; S2 tox: inactive; HepG2 viability: 8%; IL-2 act: -0.4; Nrf2 ARE act: -0.5%

Results for COc1ccc(S(=O)(=O)NNC(=O)c2ccc(-n3c(C)ccc3C)cc2)cc1 ?
EPAC2 agonist: 11%; TGFb inhibitor: 1%; A549 tox: 1%; ATXN2 expr inh: -7%; Nrf2 inh: 3%; S2 tox: inactive; HepG2 viability: -6%; IL-2 act: -2.3; Nrf2 ARE act: 0.3%

Results for Cc1cc(=O)n2c3ccccc3n(CC(O)CN3CCN(Cc4ccccc4)CC3)c2c1C#N (stereo not drawn) ?
EPAC2 agonist: 4%; TGFb inhibitor: inconclusive; A549 tox: -16%; Nrf2 inh: -7%; S2 tox: inconclusive; HepG2 viability: -24%; IL-2 act: 0.9; Nrf2 ARE act: -0.2%

What do the screens show for `Cn1cccc1C(=O)NC(=O)COC(=O)CCNS(=O)(=O)c1cccc(C(F)(F)F)c1`?
EPAC2 agonist: 5%; TGFb inhibitor: -1%; A549 tox: 5%; ATXN2 expr inh: -9%; Nrf2 inh: -9%; S2 tox: inactive; HepG2 viability: -10%; IL-2 act: -0.7; Nrf2 ARE act: 0.0%

How did CCOc1ccc(/C(O)=C2/C(=O)C(=O)N(CCCn3ccnc3)C2c2cccs2)cc1Cl (stereo not drawn) do in these assays?
EPAC2 agonist: -5%; TGFb inhibitor: -9%; A549 tox: -3%; Nrf2 inh: 4%; HepG2 viability: -4%; IL-2 act: 1.0; Nrf2 ARE act: 0.4%

What do the screens show for `Cc1ccc(CNS(=O)(=O)c2ccc(C)s2)cc1`?
EPAC2 agonist: 14%; TGFb inhibitor: 3%; A549 tox: 0%; Nrf2 inh: 9%; S2 tox: inactive; HepG2 viability: 1%; IL-2 act: 0.0; Nrf2 ARE act: -0.7%

Results for CCOC(=O)C1CCN(C(=O)CN(c2ccc3c(c2)OCCO3)S(=O)(=O)c2ccccc2)CC1 ?
EPAC2 agonist: 10%; TGFb inhibitor: 6%; A549 tox: 6%; ATXN2 expr inh: 8%; Nrf2 inh: 2%; S2 tox: inactive; HepG2 viability: 1%; IL-2 act: 5.2; Nrf2 ARE act: 0.3%

How did CCOC1=C2CN(S(=O)(=O)c3ccc(C)cc3)[C@@H](c3cccs3)C[C@H]2[C@H]2C(=O)N(c3ccccc3)C(=O)[C@H]2C1 do in these assays?
EPAC2 agonist: 5%; TGFb inhibitor: -21%; ATXN2 expr inh: -5%; S2 tox: inactive; HepG2 viability: 9%; IL-2 act: -0.3; Nrf2 ARE act: 0.3%

Results for Clc1ccc(OCCCNCc2ccccc2)c(Br)c1 ?
EPAC2 agonist: 4%; TGFb inhibitor: inconclusive; A549 tox: -3%; ATXN2 expr inh: inconclusive; Nrf2 inh: 9%; HepG2 viability: -105%; IL-2 act: -0.4; Nrf2 ARE act: 3.7%

Results for CCn1c(C)c(C)c2cc(C(=O)N3CCCC3)ccc21 ?
EPAC2 agonist: 14%; TGFb inhibitor: -8%; A549 tox: 2%; ATXN2 expr inh: -19%; Nrf2 inh: -9%; S2 tox: inactive; HepG2 viability: 1%; IL-2 act: -0.6; Nrf2 ARE act: -0.1%

Results for Cc1cc(C)n2nc(CNS(=O)(=O)c3cccc([N+](=O)[O-])c3)nc2n1 ?
EPAC2 agonist: 4%; TGFb inhibitor: -1%; A549 tox: 0%; ATXN2 expr inh: 3%; Nrf2 inh: -6%; S2 tox: inactive; HepG2 viability: 1%; IL-2 act: 0.9; Nrf2 ARE act: -0.1%

Filtered by structure: those above containing a thiophene ring, fused or not.
How did CCOc1ccc(/C(O)=C2/C(=O)C(=O)N(CCCn3ccnc3)C2c2cccs2)cc1Cl (stereo not drawn) do in these assays?
EPAC2 agonist: -5%; TGFb inhibitor: -9%; A549 tox: -3%; Nrf2 inh: 4%; HepG2 viability: -4%; IL-2 act: 1.0; Nrf2 ARE act: 0.4%

What do the screens show for `Cc1ccc(CNS(=O)(=O)c2ccc(C)s2)cc1`?
EPAC2 agonist: 14%; TGFb inhibitor: 3%; A549 tox: 0%; Nrf2 inh: 9%; S2 tox: inactive; HepG2 viability: 1%; IL-2 act: 0.0; Nrf2 ARE act: -0.7%

How did CCOC1=C2CN(S(=O)(=O)c3ccc(C)cc3)[C@@H](c3cccs3)C[C@H]2[C@H]2C(=O)N(c3ccccc3)C(=O)[C@H]2C1 do in these assays?
EPAC2 agonist: 5%; TGFb inhibitor: -21%; ATXN2 expr inh: -5%; S2 tox: inactive; HepG2 viability: 9%; IL-2 act: -0.3; Nrf2 ARE act: 0.3%

(next part)
What do the screens show for `Cc1ccc(NS(=O)(=O)N(C)C)cc1`?
EPAC2 agonist: 2%; TGFb inhibitor: 1%; A549 tox: -3%; ATXN2 expr inh: -3%; Nrf2 inh: 8%; S2 tox: inactive; HepG2 viability: 4%; IL-2 act: -0.1; Nrf2 ARE act: -0.2%

What do the screens show for `Cn1c(=O)c2c(-c3ccccc3F)c3c(nc2n(C)c1=O)-c1ccccc1C3O` (stereo not drawn)?
EPAC2 agonist: 28%; TGFb inhibitor: -7%; A549 tox: -13%; ATXN2 expr inh: -15%; Nrf2 inh: 9%; S2 tox: inactive; HepG2 viability: -35%; IL-2 act: 2.2; Nrf2 ARE act: 3.4%

Results for O=c1[nH]c2ccccc2nc1-c1ccccc1 ?
EPAC2 agonist: 3%; TGFb inhibitor: -3%; A549 tox: -4%; ATXN2 expr inh: 82%[activator]; Nrf2 inh: inconclusive; S2 tox: inactive; HepG2 viability: 15%; IL-2 act: -0.4; Nrf2 ARE act: 3.9%

What do the screens show for `C=CCn1c(SCn2nnc3ccccc3c2=O)nnc1-c1ccc(Cl)cc1`?
EPAC2 agonist: 3%; TGFb inhibitor: -4%; A549 tox: -9%; ATXN2 expr inh: 3%; Nrf2 inh: 13%; S2 tox: inactive; HepG2 viability: -4%; IL-2 act: -1.9; Nrf2 ARE act: -1.0%

What do the screens show for `O=C(N/N=C/c1cccnc1)c1ccc([N+](=O)[O-])cc1Cl`?
EPAC2 agonist: 11%; TGFb inhibitor: 3%; A549 tox: 0%; ATXN2 expr inh: -5%; Nrf2 inh: 4%; S2 tox: inactive; HepG2 viability: -1%; IL-2 act: 0.3; Nrf2 ARE act: 0.2%

What do the screens show for `COc1ccc(OC)c(NC(=O)c2c(NC(=O)CNCc3ccco3)sc3c2CCC3)c1`?
EPAC2 agonist: 0%[15.6 µM]; TGFb inhibitor: 11%; A549 tox: -4%; ATXN2 expr inh: -4%; Nrf2 inh: 0%; S2 tox: inactive; HepG2 viability: 11%; IL-2 act: 0.6; Nrf2 ARE act: -0.4%

Results for COC(=O)[C@H](C)N(Cc1ccc(Cl)c(Cl)c1)S(=O)(=O)CCN1CCN(c2ccccc2)CC1 ?
EPAC2 agonist: 2%; TGFb inhibitor: 11µM*; A549 tox: 0%; ATXN2 expr inh: -12%; Nrf2 inh: inconclusive; S2 tox: inactive; HepG2 viability: -7%; IL-2 act: -0.7; Nrf2 ARE act: 2.5%

How did NC(=O)c1ccc(-n2nnnc2SCc2ccccc2)cc1 do in these assays?
EPAC2 agonist: 0%; TGFb inhibitor: 0%; A549 tox: -3%; ATXN2 expr inh: 3%; Nrf2 inh: -12%; S2 tox: inactive; HepG2 viability: 25%; IL-2 act: -0.6; Nrf2 ARE act: 0.0%

How did CCC(C)OC(=O)c1[nH]c2c(c1C)C(=O)CC(c1ccc(N(C)C)cc1)C2 (stereo not drawn) do in these assays?
EPAC2 agonist: 0%; TGFb inhibitor: -25%; A549 tox: -14%; ATXN2 expr inh: -36%; Nrf2 inh: -12%; S2 tox: inconclusive; HepG2 viability: -15%; IL-2 act: -3.4; Nrf2 ARE act: 0.1%

What do the screens show for `O=C(c1cc2ccccc2o1)N1CCC(N2CCC(C(=O)N3CCCC3)CC2)CC1`?
EPAC2 agonist: -3%; TGFb inhibitor: 2%; A549 tox: 1%; ATXN2 expr inh: 19%; Nrf2 inh: inconclusive; S2 tox: inactive; HepG2 viability: 0%; IL-2 act: 2.9; Nrf2 ARE act: 0.2%
